Screening data from PubChem BioAssay.
HCT116 PTEN-null: growth suppression of PTEN-null HCT116, primary screen, cell-based, CellTiter-Glo; actives 1.2% (n = 140,000); viability, % at 10 µM; HCT116 PTEN-null viability, 60 h; hits give low values;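 active = viability at or below a set limit, 4 SD under the median of all tested compounds, cut at about 3.7% in these data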;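 note: PTEN knockout HCT116 line with beta catenin targeted HCT116 as companion control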
MRP1 act: H69AR viability gain despite doxorubicin, primary screen, MRP-1 activator project, H69AR cells, CellTiter-Glo. actives 0.61% (n = 140,000). viability increase, % at 10 µM. AID 799, 2007. viability rescue;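 active = viability gain under doxorubicin at or above a set limit, the compound median plus 3 SD, cut at about 4.7% in these data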;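 note: MRP-1 overexpressing cells given doxorubicin 25 µM after compound pretreatment; 18-22 h compound pretreatment then 72 h with doxorubicin before readout; 0% = doxorubicin-only wells and 100% = vehicle-treated cells without doxorubicin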
GALR2 blocker: GALR2 antagonists in receptor-expressing cells, primary screen; antagonist mode; Galanin receptor type 2 (Homo sapiens), O43603; actives 0.39% (n = 140,000); inhibition, % at 4 µM; AID 828, 2007; in the data active = inhibition above about 27%;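 note: cells stimulated with galanin 1-16 at roughly its EC80; 0% = agonist challenge control and 100% = basal control without agonist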
Target sequence (O43603 whole entry, looked up): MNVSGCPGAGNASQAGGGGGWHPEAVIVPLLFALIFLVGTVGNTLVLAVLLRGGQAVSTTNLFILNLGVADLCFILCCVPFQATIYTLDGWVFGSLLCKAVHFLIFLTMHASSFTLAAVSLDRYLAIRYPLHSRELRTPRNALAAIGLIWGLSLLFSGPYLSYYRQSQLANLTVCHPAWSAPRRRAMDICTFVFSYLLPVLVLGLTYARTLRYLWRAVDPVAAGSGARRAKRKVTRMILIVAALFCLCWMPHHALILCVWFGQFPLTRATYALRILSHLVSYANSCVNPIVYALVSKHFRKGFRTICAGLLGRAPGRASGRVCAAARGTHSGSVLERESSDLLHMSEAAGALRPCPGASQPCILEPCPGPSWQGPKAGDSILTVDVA
E-sel TNF inh: E-selectin induction blockers in HUVEC – imaging, immunofluorescence, high content, primary screen; HUVEC TNFa-induced E-selectin immunofluorescence; inhibition, % at 2 µM; actives 0.71% (n = 120,000); AID 1246, 2008;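 active = inhibition above the batch mean plus 3 SD, and confirmed as a hit on visual image review, cut at about 43% in these data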;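 note: 0% = TNF-stimulated DMSO wells and 100% = unstimulated control wells; not every result past the cut was called active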
bCat KO growth: primary screen for growth suppressors in beta-catenin knockout HCT116 cells (colon tumor, human); viability, % at 10 µM; actives 1.5% (n = 140,000); HCT116 beta-catenin knockout viability, CellTiter-Glo, 60 h; hits give low values;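 active = viability at or under a set limit, the compound median less 4 SD, cut at about 6% in these data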;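 note: 0% = Hyamine 1622 control at 20 µM and 100% = untreated cell control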
NPY Y2 blocker: NPY-Y2 receptor antagonists, primary screen, cell-based | actives 0.99% (n = 140,000) | NPY-Y2 expressing cells, antagonist mode | inhibition, % at 2.7 µM; in the data active = inhibition above about 17%;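 note: 0% = vehicle with agonist challenge and 100% = reference antagonist with challenge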
Target sequence (P49146 whole entry, looked up): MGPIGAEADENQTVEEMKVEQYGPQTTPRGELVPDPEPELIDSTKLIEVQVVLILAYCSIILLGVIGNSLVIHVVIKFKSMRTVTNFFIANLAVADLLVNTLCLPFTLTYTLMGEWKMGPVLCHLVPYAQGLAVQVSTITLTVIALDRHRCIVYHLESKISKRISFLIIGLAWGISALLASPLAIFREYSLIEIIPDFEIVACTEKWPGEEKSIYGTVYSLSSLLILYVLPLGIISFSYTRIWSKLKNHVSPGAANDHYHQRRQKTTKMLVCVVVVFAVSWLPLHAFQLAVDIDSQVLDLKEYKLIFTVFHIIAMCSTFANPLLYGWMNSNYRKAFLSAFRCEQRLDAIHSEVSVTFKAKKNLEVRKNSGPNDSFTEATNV
Measles CPE: compounds protecting cells from measles virus cytopathic effect, primary screen, measles RdRp inhibitor project, single point, MLSMR library, absorbance. Measles virus-infected cells, CPE protection. protection (pct of control), % at 4 µM. actives 1.5% (n = 140,000). AID 841, 2007; in the data active = protection mostly above about 24%, no sharp cut-off; inactive = mostly below about 26%; note: some compounds called inactive have numbers as strong as hits
Yeast life ext: compounds extending yeast replicative lifespan, primary screen, S. cerevisiae, OD615 | S. cerevisiae growth with nicotinamide; deaD strain in restrictive glucose medium | inhibition of the nicotinamide effect, % at 10 µM | actives 0.68% (n = 130,000);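 active = inhibition above a set limit, placed 3 SD over the median of all compounds, cut at about 26% in these data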;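 note: 0% = nicotinamide-treated wells and 100% = cells grown without nicotinamide; some compounds called inactive have numbers as strong as hits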
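System: Modified budding yeast, DeaD strain | Buffer or medium: Restrictive glucose medium | Also added: 1.5 mM nicotinamide | Doses: 10 µM single point, 0.25% DMSO | Schedule: 48 h compound exposure at 30 °C, humidified | Detection: Absorbance at 615 nm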
BB579 growth dn: growth inhibitors of yeast BB579 in restrictive medium, primary screen, yeast lifespan-shortening project, S. cerevisiae; OD615, 48 h; inhibition, % at 10 µM; actives 0.51% (n = 140,000);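 active = inhibition above a set limit, 3 SD over the mean compound inhibition, cut at about 44% in these data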; note: inactives centre near -24
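Material: Saccharomyces cerevisiae DeaD strain BB579, replicative lifespan model yeast; buffer or medium: CSMM-D restrictive synthetic medium containing dextrose (glucose); compound: 10 µM single dose, DMSO 0.25%; timing: 48 h compound exposure at 30 °C after 4 h preincubation; signal: turbidity as optical density at 615 nm; benchmarks: positive control amphotericin B 10 µg/mL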
Phagocytosis inh: inhibitors of macrophage phagocytosis, primary screen, imaging, J774A.1 cells, IgG beads; actives 0.07% (n = 110,000); inhibition, % at 5 µM; J774A.1 macrophage IgG-bead phagocytosis;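 active = inhibition above the mean of the plate negative controls plus 5 SD, cut at about 13% in these data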;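 note: phagocytic index as fraction of beads internalized from green versus red external bead signal; plate controls were DMSO negative control for no effect and cytochalasin-D positive control for full effect; some results beyond the cut were filed as inactive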
The depositor's hits bear a star.

Results for CCCCCC1CCC(c2ccc(C(N)=O)cc2)CC1 (stereo not given) ?
HCT116 PTEN-null: 89; MRP1 act: -0.7; GALR2 blocker: 0; E-sel TNF inh: -37; bCat KO growth: 92; NPY Y2 blocker: 9; Measles CPE: 6; Yeast life ext: -7; BB579 growth dn: -35; Phagocytosis inh: 2

What do the screens show for `CC1Cc2ccccc2N1C(=O)c1cnc2n(c1=O)CCS2` (stereo not given)?
HCT116 PTEN-null: 110; MRP1 act: -0.3; GALR2 blocker: 2; bCat KO growth: 104; NPY Y2 blocker: 0; Measles CPE: 9; Yeast life ext: -7; BB579 growth dn: 3; Phagocytosis inh: 0

How did O=C(Nc1cccc(Cl)c1)N(CCN1CCOCC1)Cc1cccc(Cl)c1 do in these assays?
HCT116 PTEN-null: 37; MRP1 act: -5.8; GALR2 blocker: 16; E-sel TNF inh: -71; bCat KO growth: 45; NPY Y2 blocker: 5; Measles CPE: 6; Yeast life ext: -14; BB579 growth dn: -20; Phagocytosis inh: 1

Results for O=C(c1ccccc1)c1ccc2nc(-c3ccc(NC(=O)c4ccccc4Br)cc3)[nH]c2c1 ?
HCT116 PTEN-null: 57; MRP1 act: -4.0; GALR2 blocker: 11; E-sel TNF inh: -19; bCat KO growth: 52; NPY Y2 blocker: 2; Measles CPE: 4; Yeast life ext: 0; BB579 growth dn: -34

What do the screens show for `COCC(=O)Nc1ccc(C(C)C)cc1`?
HCT116 PTEN-null: 107; MRP1 act: 0.5; GALR2 blocker: 8; E-sel TNF inh: -5; bCat KO growth: 106; NPY Y2 blocker: 1; Measles CPE: 12; Yeast life ext: -8; BB579 growth dn: -46; Phagocytosis inh: -2

How did CC(C)CC(=O)N1CCN(S(=O)(=O)c2ccc3ccccc3c2)CC1 do in these assays?
HCT116 PTEN-null: 79; MRP1 act: 0.1; GALR2 blocker: -3; E-sel TNF inh: 5; bCat KO growth: 68; NPY Y2 blocker: 6; Measles CPE: 7; Yeast life ext: 18; BB579 growth dn: -27; Phagocytosis inh: -1

How did COCCOC(=O)C1=C(C)NC2=C(C(=O)CC(C)(C)C2)C1c1ccc(N(C)C)cc1 (stereo not given) do in these assays?
HCT116 PTEN-null: 101; MRP1 act: -0.5; GALR2 blocker: 5; bCat KO growth: 101; NPY Y2 blocker: 1; Measles CPE: 12; Yeast life ext: -14; BB579 growth dn: -6; Phagocytosis inh: -1

What do the screens show for `O=C(CCSc1nc2ccccc2o1)N1CCOCC1`?
HCT116 PTEN-null: 118; MRP1 act: -0.4; GALR2 blocker: 2; E-sel TNF inh: -27; bCat KO growth: 95; NPY Y2 blocker: 0; Measles CPE: 4; Yeast life ext: -14; BB579 growth dn: -28

Results for COc1cc(CN(C(=S)NCC(=O)NC2CCCC2)C2CCCC2)cc(OC)c1OC ?
HCT116 PTEN-null: 100; MRP1 act: -1.8; GALR2 blocker: 13; bCat KO growth: 89; NPY Y2 blocker: 1; Measles CPE: 8; Yeast life ext: 0; BB579 growth dn: -32; Phagocytosis inh: -10

Results for C=CCN(C(=O)CCC(=O)Nc1cc(C)on1)C(C(=O)NC(C)(C)C)c1cccc(OC)c1OC (stereo not given) ?
HCT116 PTEN-null: 100; MRP1 act: -2.4; GALR2 blocker: 3; E-sel TNF inh: -23; bCat KO growth: 94; NPY Y2 blocker: 1; Measles CPE: 17; Yeast life ext: -3; BB579 growth dn: -23; Phagocytosis inh: 1

Results for OC(CN1CCN(c2ccccc2)CC1)Cn1c2ccccc2c2ccccc21 (stereo not given) ?
HCT116 PTEN-null: 90; MRP1 act: -3.4; GALR2 blocker: 9; E-sel TNF inh: -20; bCat KO growth: 93; NPY Y2 blocker: 1; Measles CPE: 3; Yeast life ext: -7; BB579 growth dn: -17; Phagocytosis inh: 0

What do the screens show for `Cn1ncc2c(Nc3ccc4ccccc4c3)ncnc21`?
HCT116 PTEN-null: 98; MRP1 act: -4.9; GALR2 blocker: 1; bCat KO growth: 82; NPY Y2 blocker: -2; Measles CPE: 4; Yeast life ext: -9; BB579 growth dn: 3; Phagocytosis inh: 1

A section from the list above, for reference:
Results for C=CCN(C(=O)CCC(=O)Nc1cc(C)on1)C(C(=O)NC(C)(C)C)c1cccc(OC)c1OC (stereo not given) ?
HCT116 PTEN-null: 100; MRP1 act: -2.4; GALR2 blocker: 3; E-sel TNF inh: -23; bCat KO growth: 94; NPY Y2 blocker: 1; Measles CPE: 17; Yeast life ext: -3; BB579 growth dn: -23; Phagocytosis inh: 1

Results for OC(CN1CCN(c2ccccc2)CC1)Cn1c2ccccc2c2ccccc21 (stereo not given) ?
HCT116 PTEN-null: 90; MRP1 act: -3.4; GALR2 blocker: 9; E-sel TNF inh: -20; bCat KO growth: 93; NPY Y2 blocker: 1; Measles CPE: 3; Yeast life ext: -7; BB579 growth dn: -17; Phagocytosis inh: 0

What do the screens show for `Cn1ncc2c(Nc3ccc4ccccc4c3)ncnc21`?
HCT116 PTEN-null: 98; MRP1 act: -4.9; GALR2 blocker: 1; bCat KO growth: 82; NPY Y2 blocker: -2; Measles CPE: 4; Yeast life ext: -9; BB579 growth dn: 3; Phagocytosis inh: 1

Next section:
What do the screens show for `CCOc1ccc(C(=O)NC(=S)Nc2ccc(NC(=O)c3ccco3)c(C)c2)cc1[N+](=O)[O-]`?
HCT116 PTEN-null: 79; MRP1 act: -2.7; GALR2 blocker: -8; bCat KO growth: 92; NPY Y2 blocker: 1; Measles CPE: 9; Yeast life ext: 0; BB579 growth dn: -10; Phagocytosis inh: -9

What do the screens show for `O=C(Cc1cccs1)NCc1ccc2c(c1)OCO2`?
HCT116 PTEN-null: 113; MRP1 act: -0.9; GALR2 blocker: 4; E-sel TNF inh: -4; bCat KO growth: 107; NPY Y2 blocker: 1; Measles CPE: 1; Yeast life ext: -6; BB579 growth dn: -33; Phagocytosis inh: 1

How did CC[N+](CC)(CCO)CCCN1C(=O)C2CC=C(Cl)CC2C1=O (stereo not given) do in these assays?
HCT116 PTEN-null: 81; MRP1 act: -3.2; GALR2 blocker: -8; E-sel TNF inh: -7; bCat KO growth: 83; NPY Y2 blocker: 3; Measles CPE: 20; Yeast life ext: -5; BB579 growth dn: -22; Phagocytosis inh: 0

What do the screens show for `CC(=O)c1c(C)[nH]c(C(=O)CSc2nc3ccc(C)cc3[nH]2)c1C`?
HCT116 PTEN-null: 83; MRP1 act: -3.1; GALR2 blocker: 13; E-sel TNF inh: 1; bCat KO growth: 90; NPY Y2 blocker: 1; Measles CPE: 21; Yeast life ext: -10; BB579 growth dn: -40; Phagocytosis inh: 0

What do the screens show for `COc1ccc(/C=C(/C(=O)NCc2ccccc2)c2ccccc2)cc1`?
HCT116 PTEN-null: 103; MRP1 act: -2.6; GALR2 blocker: 0; bCat KO growth: 95; NPY Y2 blocker: 2; Measles CPE: 11; Yeast life ext: -3; BB579 growth dn: -6; Phagocytosis inh: -4

Results for CC1CN(S(=O)(=O)c2ccc(C(=O)Nc3ccc(S(=O)(=O)Nc4nccs4)cc3)cc2)CC(C)O1 (stereo not given) ?
HCT116 PTEN-null: 95; MRP1 act: 1.1; GALR2 blocker: 0; bCat KO growth: 90; NPY Y2 blocker: 2; Measles CPE: 12; Yeast life ext: -4; BB579 growth dn: -13; Phagocytosis inh: -6

How did O=C(O)C1Sc2[nH]c(=O)sc2C2c3cc(Cl)ccc3OC(=O)C12 (stereo not given) do in these assays?
HCT116 PTEN-null: 107; MRP1 act: -1.0; GALR2 blocker: 8; bCat KO growth: 103; NPY Y2 blocker: 1; Yeast life ext: 11; BB579 growth dn: -6

Results for Cc1cccc(NC(=O)c2cc(-c3ccco3)nc3ccccc23)n1 ?
HCT116 PTEN-null: 82; MRP1 act: -3.3; GALR2 blocker: -5; E-sel TNF inh: -34; bCat KO growth: 85; NPY Y2 blocker: 5; Measles CPE: 37; Yeast life ext: 2; BB579 growth dn: -5; Phagocytosis inh: -2

Results for CN(C)CCCNC(=O)COc1ccc(Br)cc1Cl ?
HCT116 PTEN-null: 95; MRP1 act: -1.4; GALR2 blocker: 6; bCat KO growth: 97; NPY Y2 blocker: -1; Measles CPE: 6; Yeast life ext: 5; BB579 growth dn: -37; Phagocytosis inh: 5

What do the screens show for `O=C(O)C1CCCCC1C(=O)Nc1ccccc1Nc1ccccc1` (stereo not given)?
HCT116 PTEN-null: 86; MRP1 act: -1.3; GALR2 blocker: 0; E-sel TNF inh: -10; bCat KO growth: 92; NPY Y2 blocker: 0; Measles CPE: 2; Yeast life ext: -3; BB579 growth dn: -6; Phagocytosis inh: 1

Results for O=C1CCCN1c1ccc(S(=O)(=O)N2CCN(c3ccccn3)CC2)cc1 ?
HCT116 PTEN-null: 92; MRP1 act: 0.1; GALR2 blocker: 9; E-sel TNF inh: 4; bCat KO growth: 90; NPY Y2 blocker: 1; Measles CPE: 9; Yeast life ext: -11; BB579 growth dn: -23; Phagocytosis inh: 0

How did COc1ccc(N(CC(=O)Nc2cccc(OC)c2)S(=O)(=O)c2c(C)nn(C)c2C)cc1 do in these assays?
HCT116 PTEN-null: 95; MRP1 act: -1.7; GALR2 blocker: -8; bCat KO growth: 99; NPY Y2 blocker: -3; Measles CPE: 9; Yeast life ext: -8; BB579 growth dn: -72

What do the screens show for `COC(=O)CCC(NC(=O)OCc1ccccc1)C(=O)NC(CC(C)C)C(=O)OC` (stereo not given)?
HCT116 PTEN-null: 111; MRP1 act: -0.3; GALR2 blocker: 5; bCat KO growth: 90; NPY Y2 blocker: 0; Measles CPE: 23; Yeast life ext: -12; BB579 growth dn: -42

Results for CCOP(=O)(OCC)c1nc(/C=C/c2ccccc2)oc1NCc1ccccc1 ?
HCT116 PTEN-null: 57; MRP1 act: -1.8; GALR2 blocker: 0; E-sel TNF inh: 22; bCat KO growth: 76; NPY Y2 blocker: 2; Measles CPE: 7; Yeast life ext: -5; BB579 growth dn: -10

Results for CCN(CCCNC(=O)CCc1nc(-c2ccc(OC)cc2)no1)c1cccc(C)c1 ?
HCT116 PTEN-null: 69; MRP1 act: -1.1; GALR2 blocker: -6; E-sel TNF inh: 10; bCat KO growth: 71; NPY Y2 blocker: 7; Measles CPE: 17; Yeast life ext: -13; BB579 growth dn: -21; Phagocytosis inh: 0

How did O=C(CSc1ccc(Cl)cc1)Nc1cc(-c2nc3ncccc3o2)ccc1Cl do in these assays?
HCT116 PTEN-null: 96; MRP1 act: 2.1; GALR2 blocker: 4; E-sel TNF inh: -14; bCat KO growth: 86; NPY Y2 blocker: 4; Measles CPE: 3; Yeast life ext: -4; BB579 growth dn: -19; Phagocytosis inh: -2
